Dengue-2 NS5 capping = flavivirus cap methylation enzyme inhibition – biochemical, confirmation dose response, primary screen (AID 588689). Dengue-2 NS5 methyltransferase capping enzyme assay, biochemical; higher % means a stronger effect. inhibition, % at 25 µM; hits with a dose series show IC50 in µM. 0.3% of 340,000 active; in the data active = a potency from the dose series
K1F lysis inhibition = inhibition of K1F phage lysis, E. coli UTI89, bacterial capsule biogenesis inhibitors, alamar blue (AID 488966). one-dose inhibition, % at 100 µM; IC50 in µM for titrated hits. 0.02% of 340,000 active. E. coli UTI89 K1F phage lysis, alamar blue, 2 h; higher % means a stronger effect;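 active = phage lysis inhibition, versus mean bacterial control, above a set limit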;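 note: capsule biogenesis inhibitors block K1F phage lysis so surviving cells raise fluorescence; higher fluorescence means more inhibition of phage lysis; actives were called in the ten point dose series up to 300 µM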
Dengue-2 NS5 capping pilot replicate = recorded beside Dengue-2 NS5 capping, whose call it bears; inhibition, %; measured here: pilot screen replicate inhibition
* = called active by the depositor; [ ] = dose if it differs, or a comment.

SMILES	Dengue-2 NS5 capping	K1F lysis inhibition	others
CN(C(=O)c1cccc(NC(=O)Cc2ccc(NC(=O)C3CCN(C(=O)c4ccccc4)CC3)cc2)c1)C1CCC1	2%	0.1%	Dengue-2 NS5 capping pilot replicate=-0.6
Cc1cc(Cl)ccc1OC(C)C(=O)OCC(=O)c1ccc[nH]1 (centres undefined)	-11%	0.4%[50 µM]
CCCN1C(C)C(C(=O)OCC)=CN(Cc2cccc(I)c2)S1(=O)=O (centres undefined)	-5%	0.0%	Dengue-2 NS5 capping pilot replicate=2.4
Cc1ccc2c(c1)S(=O)(=O)N(C)C(c1ccccc1)=C2	-4%	-0.3%
Cc1cccc(NC(=O)CNC(=O)COC(=O)c2ccco2)c1C	-1%	1.4%[50 µM]
CCOC(=O)c1ccc(NC(=O)C2CC(O)CN2S(=O)(=O)c2ccc(C)cc2)cc1 (centres undefined)	3%	0.8%[50 µM]
COc1ccc(C(CNC(=O)C(C)Sc2ccccc2)N2CCOCC2)cc1 (centres undefined)	3%	0.8%[50 µM]
Cc1nc(SCc2nc3ccc(Br)cc3[nH]2)c2oc3ccccc3c2n1	12%	4.1%
COc1ccc(C=NNC(=S)NC23CC4CC(CC(C4)C2)C3)cc1OC	-3%	4.3%
Cc1cc(=O)[nH]c(SCC(=O)N2CCCC2)n1	7%	0.5%[50 µM]
Cc1ccc(S(=O)(=O)N2C[C@@H]3[C@H]4CC[C@H](C4)[C@@H]3[C@@H](C)[C@H]2c2ccn(Cc3ccccc3)c2)cc1	0%	0.0%	Dengue-2 NS5 capping pilot replicate=0.0
Cc1cccc(C(=O)NC2CC3CCC(C2)N3C)c1 (centres undefined)	-4%	-0.2%[50 µM]
COc1ccc(S(=O)(=O)Nc2cccc3c2O[C@H](CN(C)C(=O)NC2CCCCC2)[C@@H](C)CN([C@H](C)CO)C3=O)cc1	3%	-0.3%	Dengue-2 NS5 capping pilot replicate=-2.4
O=[N+]([O-])c1cccc(C=NN2CCCCCC2)c1	-2%	2.1%
CC(C)c1ccc(S(=O)(=O)N2CCN(C(=O)C3=COCCO3)CC2)cc1	-8%	0.4%[50 µM]
COc1ccc(OC)c(-c2nn(-c3ccccc3)cc2C(=O)N2CCc3ccccc3C2)c1	-8%	0.2%[50 µM]
O=C(COc1ccc(F)cc1Br)NCCCN1CCCC1=O	-4%	0.8%[50 µM]
Cc1ncc(CO)c(/C=N/NC(=O)c2ccoc2C)c1O	-5%	-0.3%[50 µM]
CC(=O)Nc1c(Cl)cc2c(c1Cl)Cc1ccccc1-2	-4%	-1.4%
Nc1nc(SCC(=O)Nc2cccc([N+](=O)[O-])c2)n[nH]1	6%	5.4%
CC(C)(C)[C@H]1COC(=O)[C@@H](NC(=O)OCC2c3ccccc3-c3ccccc32)C/C=C\C[C@@H](CC(=O)N[C@@H](CO)Cc2ccccc2)C(=O)N1	-4%	-0.1%
O=c1cc(-c2ccccc2)[nH]n1-c1ccccc1	-7%	-2.2%
COc1ccc(S(=O)(=O)N2CCOCC2)cc1NC(=O)CCCOc1ccccc1	-8%	-2.5%
CC(=O)Nc1cc2c(cc1[N+](=O)[O-])-c1ccccc1C2O (centres undefined)	-3%	-1.7%
CC(=O)c1ccc(S(=O)(=O)N2CCC(C(=O)Nc3ncc(C)s3)CC2)cc1	0%	1.1%
CCC(C)N(C(=O)CSc1nnc(-c2cccs2)n1C1CC1)C1CCS(=O)(=O)C1 (centres undefined)	0%	1.2%[50 µM]
CCN(C[C@H]1N[C@@](C)(C(=O)OC)[C@H]2C(=O)N(Cc3ccccc3)C(=O)[C@@H]12)C(=O)Nc1ccc(Cl)cc1	-4%	0.3%	Dengue-2 NS5 capping pilot replicate=1.2
CC[C@]12c3[nH]c4ccc(Cl)cc4c3CCN1C(=O)[C@@H](CC(=O)NCCCn1ccnc1)C[C@@H]2C(=O)N1CCN(C(=O)C2CC2)CC1	3%	0.2%	Dengue-2 NS5 capping pilot replicate=-0.6
C[C@]12c3[nH]c4cc(-c5ccco5)ccc4c3CCN1C(=O)[C@@H](CC(=O)NCCCn1ccnc1)C[C@@H]2C(=O)N1CCCCC1	-8%	0.2%	Dengue-2 NS5 capping pilot replicate=-0.3
CCCc1cc(=O)[nH]c(SCC(=O)Nc2ccc(OC)c(S(=O)(=O)N3CCCCC3)c2)n1	-2%	0.5%[50 µM]
C=CCn1c(C)nnc1SCC(=O)Nc1ccc2c(c1)OCCO2	13%	-0.4%
Cc1ccc(Cl)c(NC(=O)CSc2cccc[n+]2[O-])c1Cl	-2%	-0.4%
CCOc1ccc(NC(=O)COC(=O)Cn2nc(C)c([N+](=O)[O-])c2C)cc1OCC	-6%	0.5%[50 µM]
Cc1ccc(C2C(C(=O)c3cc4ccccc4o3)=C(O)C(=O)N2CCN(C)C)o1 (centres undefined)	2%	0.4%
O=C1CC(N2CCN(S(=O)(=O)c3ccccc3F)CC2)C(=O)N1c1ccc(F)cc1F (centres undefined)	-9%	0.9%
CC(C)CN(C(=O)C1CCCO1)c1c(N)n(CC(C)C)c(=O)[nH]c1=O (centres undefined)	-7%	1.3%[50 µM]
COC(=O)CCC(=O)OC	-5%	5.5%
Cc1ccc(S(=O)(=O)N2CCN(C(=O)COC(=O)Cc3c(F)cccc3Cl)CC2)c(C)c1	-9%	0.0%[50 µM]
O=C(COC(=O)COc1ccccc1)Nc1ncc(Cl)cc1Cl	-8%	3.3%
CCN(CC)C(=O)[C@H]1CC(CC(=O)NCCc2ccccn2)C(=O)N2CCc3c([nH]c4ccc(OC)cc34)[C@]12C (some centres undefined)	0%	0.4%	Dengue-2 NS5 capping pilot replicate=-3.9
Cc1noc(NS(=O)(=O)c2ccc(NC(=O)c3ccccc3NS(=O)(=O)c3ccc(F)c(F)c3)cc2)c1C	33µM*	0.0%[50 µM]
CCN(CC(=O)NC1CCS(=O)(=O)C1)c1ccc(S(=O)(=O)N(CC)CC)cc1[N+](=O)[O-] (centres undefined)	-12%	1.5%[50 µM]
O=C(Cn1cc(CNC(=O)C2CCCCC2)nn1)Nc1cc(C(F)(F)F)ccc1Cl	-4%	1.1%
O=CN1CCN(C=O)C(O)C1O (centres undefined)	1%	0.6%
O=C(NCCOc1ccccc1)C1=CC=CN2CCS(=O)(=O)N=C12	14%	2.8%
COc1ccc(C(=O)NCC(=O)N2CCC(Cc3ccccc3)CC2)cc1OC	-1%	1.7%[50 µM]
CN(C)CCCNC(=O)C[C@H]1C[C@H](C(=O)N2CCCCC2)[C@@]2(C)c3[nH]c4cc(-c5ccco5)ccc4c3CCN2C1=O	-3%	-0.2%	Dengue-2 NS5 capping pilot replicate=0.9
O=C(/C=C/c1ccccc1)OCC(=O)c1c[nH]c2ccccc12	8%	-4.7%
CCOC(=O)c1c(NC(=O)CSc2nnc(-c3ccncc3)n2Cc2ccco2)sc(C(C)=O)c1C	-4%	0.1%
CC(=O)Nc1ccc(S(=O)(=O)N(C)CC(=O)N2CCN(C(=O)c3ccco3)CC2)cc1	5%	-1.1%

Additional compounds follow.
SMILES	Dengue-2 NS5 capping	K1F lysis inhibition	others
CN(C(=O)COC(=O)c1cnc(Cl)c(Cl)c1)C1CCCCC1	7%	0.4%
CCc1ccc([C@@H]2CC=C(C(=O)O)[C@H](c3ccc(C)cc3)N2S(=O)(=O)c2ccc(C)cc2)cc1	41µM*	0.0%
C[C@H]1CN([C@@H](C)CO)C(=O)Cc2cc(NC(=O)CCC(F)(F)F)ccc2O[C@H]1CN(C)CC1CC1	-1%	0.4%
CN1c2ccccc2-c2ccccc2S1(=O)=O	-3%	0.5%
Cc1cc(OCc2nc(N)nc(N)c2-c2ccc(Cl)c(Cl)c2)ccc1[N+](=O)[O-]	-5%	-1.7%
Cc1ccccc1NC(=O)Cc1nc(COC(=O)c2ccc(NC(N)=O)cc2)cs1	-10%	-1.6%
O=C(/C=C/c1ccc2c(c1)S(=O)(=O)N(Cc1ccccc1)[C@H]2CC(=O)N1CCOCC1)N1CCOCC1	-8%	0.3%
O=S(=O)(Nc1ccc(F)cc1)c1ccc(S(=O)(=O)N2CCOCC2)cc1	-9%	0.5%[50 µM]
O=C(COC(=O)C1CC2C=CC1C2)Nc1ccc([N+](=O)[O-])cc1 (centres undefined)	11%	0.6%
O=c1[nH]c2cc3c(cc2cc1CN(CCc1ccccc1)C(=S)NCCCN1CCOCC1)OCCO3	-2%	0.1%
Nc1c2c(=O)[nH]c(O)cc2nn1-c1ccccc1	8%	2.0%
C=CC[C@H](CC(=O)NCCO)C(=O)N[C@@H](C)COC(=O)[C@@H](CC=C)CC(=O)OC(C)(C)C	-4%	3.0%
CC(=O)Nc1ccc(NC(=O)c2ccc(-c3ccccc3Cl)o2)cc1	4%	0.6%[50 µM]
C=C1C(=O)C23CCC4C(C)(C(=O)OC)CCCC4(C)C2CCC1(O)C3 (centres undefined)	-51%	-5.8%
COc1ccccc1C(=O)NCCC(=O)N1CCN(c2ccc(C(F)(F)F)cn2)CC1	-1%	0.3%[50 µM]
Cc1ccc(C(=O)Nc2ccc(N3CCCCC3)cc2)cc1	0%	-0.9%
Cc1cccc(-c2nnc(-c3ccc4ccccc4c3)o2)c1	8%	0.3%
CCN(C(=O)COC(=O)CCOc1cccc(C)c1)c1c(N)n(Cc2ccccc2)c(=O)[nH]c1=O	6%	0.2%[50 µM]
C=CCN(c1ccccc1OC)S(=O)(=O)c1cccc(C(=O)NCc2ccco2)c1	9%	0.0%
Cc1nn(-c2ccc(F)cc2)c(Cl)c1/C=C(/CCC(=O)O)c1nc2ccccc2s1	-6%	3.9%
N#CCCCC1(CCCC#N)OCCO1	5%	-0.8%
COc1ccc(C(=O)N/C(=C\c2ccc(SC)cc2)C(=O)NCCCn2ccnc2)cc1OC	6%	-3.8%
S=c1cn[nH]c2ccccc12	2%	0.7%
Cc1cc(C)cc(NS(=O)(=O)CCCS(=O)(=O)Nc2cc(C)cc(C)c2)c1	-1%	-3.2%
CCOC(=O)CCCCCC(=O)Nc1ccc2c(c1)C(=O)N([C@H](C)CO)C[C@@H](C)[C@H](CN(C)Cc1ccc3c(c1)OCO3)O2	-2%	1.2%
CC(=O)c1ccc(N2CCN(Cc3cc(=O)n4c(-c5ccccc5)csc4n3)CC2)cc1	-8%	-0.2%
CSc1ccc(C=NNc2ccc(S(=O)(=O)Nc3ccccc3C(=O)O)cc2[N+](=O)[O-])cc1	18%	0.8%
COc1ccc(NC(=O)N(C)C[C@H]2Oc3c(NC(=O)c4ccncc4)cccc3C(=O)N([C@H](C)CO)C[C@@H]2C)cc1	-29%	1.5%
O=C(NCC(c1ccco1)N1CCCC1)c1cn(-c2ccccc2)nc1-c1ccc(F)cc1 (centres undefined)	4%	0.1%[50 µM]
CSc1nc2ccc(NC(=O)COc3ccccc3F)cc2s1	-3%	0.2%[50 µM]
CC(Oc1ccccc1)C(=O)OCC(=O)Nc1ccc2c(c1)OCO2 (centres undefined)	-5%	-0.6%
Cc1cccc(C(=O)NCC(=O)OCc2nc(N)nc(Nc3ccccc3C)n2)c1	-9%	0.6%[50 µM]
CCOC(=O)[C@@H]1[C@H]2COc3ccccc3[C@@H]2N2C(=O)N(c3ccc(C)cc3)C(=O)[C@@]12C	-5%	-1.1%
CC(C)CNC(=O)c1ccccc1C(=O)NC1(C(=O)NCC(C)C)CCCC1	5%	6.8%
C[C@H](CO)N1C[C@H](C)[C@H](CN(C)S(=O)(=O)c2ccccc2)Oc2ccc(NC(=O)NC3CCCCC3)cc2CC1=O	-5%	1.4%
Cc1ccccc1OCCC(=O)N1CCN(S(=O)(=O)c2ccc(Br)cc2)CC1	-3%	-0.7%[50 µM]
COC(=O)c1ccc2c(C)c(C3(O)CCCCC3)[nH]c2c1	6%	-0.8%
COc1ccc(/C=C/C(=O)N(C)CC(=O)Nc2cccc(F)c2)cc1S(=O)(=O)N1CCCCC1	0%	0.8%[50 µM]
CCOC(=O)[C@@H]1CSCCS(=O)(=O)N1	-5%	0.1%
O=C(CN1CCN(S(=O)(=O)c2ccc(Cl)cc2)CC1)N1CCCC1	-1%	0.1%[50 µM]
COc1ccc(C(C)(C)C)cc1NC(=O)COC(=O)CSCc1c(C)noc1C	-7%	0.1%[50 µM]

Nothing new here: 12 of the compounds above.
SMILES	Dengue-2 NS5 capping	K1F lysis inhibition	others
CSc1nc2ccc(NC(=O)COc3ccccc3F)cc2s1	-3%	0.2%[50 µM]
CC(Oc1ccccc1)C(=O)OCC(=O)Nc1ccc2c(c1)OCO2 (centres undefined)	-5%	-0.6%
Cc1cccc(C(=O)NCC(=O)OCc2nc(N)nc(Nc3ccccc3C)n2)c1	-9%	0.6%[50 µM]
CCOC(=O)[C@@H]1[C@H]2COc3ccccc3[C@@H]2N2C(=O)N(c3ccc(C)cc3)C(=O)[C@@]12C	-5%	-1.1%
CC(C)CNC(=O)c1ccccc1C(=O)NC1(C(=O)NCC(C)C)CCCC1	5%	6.8%
C[C@H](CO)N1C[C@H](C)[C@H](CN(C)S(=O)(=O)c2ccccc2)Oc2ccc(NC(=O)NC3CCCCC3)cc2CC1=O	-5%	1.4%
Cc1ccccc1OCCC(=O)N1CCN(S(=O)(=O)c2ccc(Br)cc2)CC1	-3%	-0.7%[50 µM]
COC(=O)c1ccc2c(C)c(C3(O)CCCCC3)[nH]c2c1	6%	-0.8%
COc1ccc(/C=C/C(=O)N(C)CC(=O)Nc2cccc(F)c2)cc1S(=O)(=O)N1CCCCC1	0%	0.8%[50 µM]
CCOC(=O)[C@@H]1CSCCS(=O)(=O)N1	-5%	0.1%
O=C(CN1CCN(S(=O)(=O)c2ccc(Cl)cc2)CC1)N1CCCC1	-1%	0.1%[50 µM]
COc1ccc(C(C)(C)C)cc1NC(=O)COC(=O)CSCc1c(C)noc1C	-7%	0.1%[50 µM]

Bioassay records (PubChem)

The list is partial, so the mix of outcomes need not match the whole.
